# Source: PubChem BioAssay
# M1 PAM parental: M1 PAM counterscreen hit in parental CHO-K1 cells | ATP EC20, Fluo-8 calcium fluorescence; 0% at ATP EC20, 100% at ATP max | activation, % at 3 µM | 0.02% of 360,000 active;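 active means activation above the run cutoff, the mean activation of all test compounds plus 3 SD, cut at about 40% in these data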;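 further: peak over basal fluorescence ratio in a 140 s read after ATP addition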
# TAAR1 antag: antagonists of human TAAR1; 1.5% of 360,000 active; inhibition, % at 3 µM; CHO RD-HGA16 TAAR1, Fluo-8 calcium fluorescence, antagonist; Q96RJ0; AID 624466;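 active means inhibition above a per-plate cutoff, the mean inhibition of test compounds on that plate plus 3 SD, cut at about 49% in these data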;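 further: 0% = DMSO plus EC80 beta-PEA response and 100% = DMSO alone without agonist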
#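 Material: RD-HGA16 CHO cells with stable hTAAR1 and Gα16; Dosing: single nominal final test compound concentration of 3 µM; Schedule: seeding 17-24 h prior, 75-min 37 °C, 30-min RT dye loading; Detection: kinetic Fluo-8 calcium fluorescence measurement; Measure: % inhibition from peak post-agonist over basal fluorescence ratio; Benchmarks: vehicle and agonist controls.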
# TAAR1 agonist: agonists of human TAAR1; activation, % at 3 µM; 0.99% of 360,000 active; Q96RJ0; CHO RD-HGA16 TAAR1, Fluo-8 calcium fluorescence; vehicle wells 0%, saturating PEA agonist 100%;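 active means activation above the mean activation of all test compounds in the run plus 3 SD, cut at about 38% in these data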
#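 System: CHO RD-HGA16 cells carrying human TAAR1 plus Gα16; Incubation: 17-24 h seeding, 75 min 37 °C dye, 30 min RT; Measured by: Fluo-8 fluorescence, 5 s baseline then 140 s kinetic read; Control set: DMSO and PEA EC100; Replication: single well for each compound.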
# OXTR potentiate: potentiates the human oxytocin receptor response; activation, % at 3 µM; 0.061% of 320,000 active; AID 2445; CHO-OTR cells, Fluo-8 calcium fluorescence, potentiator mode; 0% = oxytocin EC15, 100% = EC100;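 active means activation above that plate's cutoff, the mean activation of tested compounds plus 3 SD, cut at about 6.6% in these data, passing the limit was not always enough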;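 further: 100% uses oxytocin at 75 nM as the full agonist control; some results filed as inactive read as strong as hits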
# Target sequence (P30559 whole entry, looked up): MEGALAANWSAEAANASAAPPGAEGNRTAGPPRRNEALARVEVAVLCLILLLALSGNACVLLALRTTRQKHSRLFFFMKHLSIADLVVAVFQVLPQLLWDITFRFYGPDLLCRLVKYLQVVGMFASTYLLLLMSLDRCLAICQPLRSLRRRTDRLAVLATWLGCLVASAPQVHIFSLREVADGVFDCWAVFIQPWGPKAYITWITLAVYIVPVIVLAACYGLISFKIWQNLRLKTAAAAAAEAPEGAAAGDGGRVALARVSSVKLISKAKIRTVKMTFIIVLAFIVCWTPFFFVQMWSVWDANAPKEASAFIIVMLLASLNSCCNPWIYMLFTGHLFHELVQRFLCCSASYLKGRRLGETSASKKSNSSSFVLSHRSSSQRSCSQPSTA
#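 test system = CHO-OTR cells, human receptor | compound = single-point 3.0 µM | schedule = 6 min compound pre-incubation at room temperature, 100 s kinetic read | signal = Fluo-8 no-wash calcium dye fluorescence, excitation 470-495 nm, emission 515-575 nm | repeats = single well per compound, singlicate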
# V1aR counter: V1a receptor agonism, counter-screen for OXTR agonists; P37288; CHO-V1R cells, Fluo-8 calcium fluorescence, agonist mode; 0% DMSO, 100% 3 nM vasopressin; activation, % at 3 µM; 0.25% of 320,000 active;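 active means activation above the mean activation of all tested compounds plus 3 SD, per screening run, cut at about 20% in these data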;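 further: signal is peak over basal fluorescence ratio across a 100 second FLIPR read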
# M1 ag parental: counter-screen for M1 agonists: effect in parental CHO-K1 cells; Fluo-8 calcium fluorescence; scaled to maximal ATP response, vehicle zero; activation, % at 3 µM; 0.48% of 360,000 active; in the data active means activation above about 15%;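 further: untransfected CHO-K1 host cells lacking M1 receptor as counterscreen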
# CHO-K1 Ca antag: nonselective inhibitor or artifact in parental CHO-K1 cells. ATP-induced calcium, Fluo-8 fluorescence. inhibition, % at 3 µM. 0.6% of 360,000 active. AID 602250;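 active means inhibition above a per-plate cutoff, the plate's mean sample inhibition plus 3 SD, cut at about 24% in these data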;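 further: 0% = DMSO plus EC80 ATP and 100% = DMSO alone without ATP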
# CHO parental Ca: signal in parental CHO cells, OX1R antagonist counter-screen | parental CHO-K1, ATP-induced calcium, Fluo-8 fluorescence | inhibition, % at 5.6 µM | 0.63% of 330,000 active;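 active means inhibition above that plate's mean sample inhibition plus 3 SD, cut at about 26% in these data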;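 further: 0% = ATP-challenged DMSO wells and 100% = DMSO wells without ATP; some compounds past the cut are filed as inactive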
#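 Material: Parental CHO cells | Reagent: ATP | Compound dosing: Single nominal dose of 5.6 µM per compound | Detection: Intracellular calcium via Fluo-8 no-wash fluorescent dye | Read-out: % inhibition of ATP-induced calcium mobilization | Benchmarks: Low control ATP plus DMSO, high control DMSO only | Replicates: Singlicate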
# CHRM1 agonist: human M1 muscarinic receptor agonism. P11229. CHO-K1 hM1, Fluo-8 calcium fluorescence, agonist mode; 0% DMSO, 100% acetylcholine EC100. activation, % at 3 µM. 0.33% of 360,000 active. AID 588814;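 active means activation above the run's mean compound activation plus 3 SD, cut at about 16% in these data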;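 further: peak over basal fluorescence ratio within a 140 s kinetic read after compound addition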
# Target sequence (P11229 whole entry, looked up): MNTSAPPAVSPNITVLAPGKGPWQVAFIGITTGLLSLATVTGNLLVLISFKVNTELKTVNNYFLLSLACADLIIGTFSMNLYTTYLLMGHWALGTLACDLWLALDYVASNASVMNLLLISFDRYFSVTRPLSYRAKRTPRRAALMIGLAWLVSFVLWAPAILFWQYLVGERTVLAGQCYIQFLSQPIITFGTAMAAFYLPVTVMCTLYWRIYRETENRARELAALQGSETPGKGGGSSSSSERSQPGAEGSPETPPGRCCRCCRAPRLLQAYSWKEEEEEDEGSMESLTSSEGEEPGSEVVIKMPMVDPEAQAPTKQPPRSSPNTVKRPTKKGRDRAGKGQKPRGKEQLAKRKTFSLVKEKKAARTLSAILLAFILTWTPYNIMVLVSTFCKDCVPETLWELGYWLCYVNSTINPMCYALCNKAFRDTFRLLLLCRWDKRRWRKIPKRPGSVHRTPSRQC
# Starred values were filed as active, the others as inactive; . = no result given.
SMILES,M1 PAM parental,TAAR1 antag,TAAR1 agonist,OXTR potentiate,V1aR counter,M1 ag parental,CHO-K1 Ca antag,CHO parental Ca,CHRM1 agonist
CCOc1ccc2nc(NC(=O)c3cnccn3)sc2c1,22,-5,5,-26,0.9,0.7,-12,4,-1
COc1ccc(-c2nnc3n2N=C(C)CS3)cc1,16,1,5,5,-0.2,0.4,4,1,-4
CCOC(=O)c1cccc(NC(=O)COc2ccc([N+](=O)[O-])cc2)c1,16,-3,-3,-9,2.4,5.1,-24,-9,-1
O=C(O)c1cc2nc(-c3ccccc3)cc(-c3ccccc3)n2n1,13,-2,5,-4,2.1,0.3,-2,-5,-8
CCCc1nnc(NC(=O)CCN2C(=O)c3ccccc3C2=O)s1,11,-17,8,-2,0.5,1.1,5,-14,-1
CC(=O)N1CCOc2ccc(S(=O)(=O)Nc3cccc(C)n3)cc21,6,5,-1,-5,1.4,-0.2,-4,1,-1
Cn1c(CC(=O)Nc2ccccc2F)nnc1SCC(=O)Nc1ccccc1Br,7,-5,-1,-3,1.7,0.1,-10,-1,-2
Cc1ccc(-c2cn(CCN)c(-c3ccc(Cl)nc3)n2)cc1,28,14,0,-4,0.0,1.2,-17,-15,-3
O=C(Cc1cccc(Cl)c1)Nc1ccc(Br)cc1,-13,20,3,-16,-1.8,0.9,-1,-1,-12
Cc1ccc2cc(NC(=O)C3(C)CCN(C)C3)ccc2n1 (centres undefined),4,6,1,.,.,0.6,-3,.,-3
CCCc1nc2c(=O)[nH]c3ccccc3c2o1,-8,4,4,-15,0.7,-0.3,5,0,1
O=C(NC(=S)Nc1cccc(C(F)(F)F)c1)c1ccc2nonc2c1,-1,47,1,-12,2.2,6.2,0,-3,0
CC12CCC3C(=CCc4cc(O)ccc43)C1CC(=NO)C2O (centres undefined),-20,1,4,.,.,1.2,0,.,1
O=C(NC1CCN(C(=S)NCCc2ccccc2)CC1)C1CC1,19,2,3,-4,-0.5,1.3,-12,-10,-3
COc1ccccc1N1CCN(C(=O)c2ccc(-c3ccccc3)cc2)CC1,-1,34,0,-7,0.8,2.3,-8,-8,-6
Cc1cc(-c2ccccc2)[nH]c(=O)c1C#N,-14,-11,0,-4,0.6,0.0,9,-9,-6
O=C1Nc2ccccc2NC(c2ccc3c(c2)OCO3)=C1N(Cc1ccc(F)cc1)C(=O)c1ccco1,-3,8,3,.,.,1.4,-12,.,.
O=[N+]([O-])c1cccc(C(O)C23CN4CN(CN(C4)C2)C3)c1 (centres undefined),-19,-4,1,-3,0.6,-0.1,10,-11,-4
COc1ccc(S(=O)(=O)N2CCN(C)CC2)cc1C(=O)Nc1ccccc1,25,-12,1,6,-0.2,-0.1,-10,-25,-7
NC1=NC(=O)/C(=C/c2ccccc2OCC(=O)Nc2ccc(F)cc2)S1,23,8,1,-3,0.3,0.6,-9,2,-2
COc1ccc(CNCCc2ccc(Cl)cc2)cc1OCc1ccccc1,3,.,.,-7,17,14,8,42*,0
CC(C)=CC(=O)OCC(=O)NC(=O)NC(C)(C)C,15,7,1,-6,-1.0,0.3,-3,-8,1
COc1cccc(-c2ccnc3[nH]n(-c4ccccc4)c(=O)c23)c1,1,-18,0,-3,-0.3,7.1,5,-3,-3
CN(C)CCN(C(=O)/C=C/c1cccs1)c1nc2ccc(F)cc2s1,6,-6,8,-6,0.7,2.3,2,-6,-7
O=C(NCCN1CCN(c2ccccc2)CC1)C1CCN(S(=O)(=O)c2cccc3nsnc23)CC1,-17,10,4,-9,3.0,1.0,7,-20,-6
O=C(Nc1ccc2c(c1)OCCO2)c1cc2sccc2n1Cc1ccccc1,12,31,1,-8,0.9,-0.4,-2,-4,-5
Cc1csc(CN(C)C(=O)CC2C(=O)NCCN2Cc2ccc(F)c(F)c2)n1 (centres undefined),4,-7,1,-10,4.0,-0.4,-2,-11,2
O=C(CCC(=O)c1cccs1)OCC(=O)c1ccccc1,14,-11,4,-7,0.3,0.7,-15,-6,-3
COc1ccc(NC(=O)Cc2cccs2)cc1S(=O)(=O)N1CCCCC1,17,-19,5,-4,2.0,4.8,-16,-11,3
COc1ccccc1CNC(=O)C1CCN(S(=O)(=O)c2ccc3c(c2)C(C)(C)C(=O)N3C)CC1,15,-1,0,-4,1.2,0.6,-5,-16,-7
Cc1ccc(-n2nnnc2SCC(=O)NC2CCS(=O)(=O)C2)c(C)c1 (centres undefined),-14,-29,0,.,.,0.3,3,.,1
CCC(C)(C)n1nnnc1C(c1cc2cccc(C)c2[nH]c1=O)N1CCN(C(=O)c2ccco2)CC1 (centres undefined),17,12,1,-3,0.4,0.7,-19,-21,0
Cc1cc(C)cc(OCC(=O)OCC(=O)Nc2ccc(Cl)cn2)c1,3,5,12,-7,1.2,0.4,2,-16,-4
CN(C)C1CN(Cc2cn(Cc3ccc(Cl)cc3)nn2)S(=O)(=O)C1 (centres undefined),0,0,0,.,.,0.3,-1,.,.
C/C(CC(=O)Nc1ccc(C)cc1C)=N\NC(=O)C(C)C,12,-10,5,-5,-1.3,-0.3,-1,-15,-5
Cc1noc(C)c1CSc1nc2sc3c(c2c(=O)n1C)CCCC3,5,5,3,-3,0.0,-0.1,-13,-27,-5
COc1ccc(C2C(C#N)=C(N)OC3=C2C(=O)CCC3)cc1Cn1cc([N+](=O)[O-])cn1 (centres undefined),5,-5,-1,-1,-0.2,0.3,3,-8,-5
CCOC(=O)c1cc(CC)sc1NC(=O)c1cc(OC)c(OC)c(OC)c1,-10,-2,3,-5,0.3,0.0,32*,-20,-1
CN(C)c1ccc(CNC(=O)C2CCC(CNc3c(N4CCCCC4)c(=O)c3=O)CC2)cc1 (centres undefined),-8,-16,1,-7,-0.2,0.2,-4,6,-4
Cn1nc(C(=O)NCCc2ccc(S(N)(=O)=O)cc2)c2ccccc2c1=O,10,0,2,-9,-0.2,0.8,-23,8,-1
C#CCn1c(=NC(=O)c2ccc(Cl)s2)sc2cccc(OC)c21,16,-11,-1,-2,-0.3,-0.2,-5,-6,-4
COCCn1c(=NC(=O)c2ccc(S(=O)(=O)N3CCc4ccccc4C3)cc2)sc2cc(S(N)(=O)=O)ccc21,15,-12,4,-7,0.1,1.4,-14,-6,-2
CC(C)(C)n1ncc2c(=O)n(Cc3cccc(Cn4cnc5c(cnn5C(C)(C)C)c4=O)c3F)cnc21,-23,10,8,-9,7.8,0.1,10,62*,-2
O=C(O)c1ccccc1C(=O)OC1CC2CCC1C2 (centres undefined),16,-14,2,.,.,0.4,-9,.,-1
CCc1cc(=O)[nH]c(-n2[nH]c(-c3ccccc3)cc2=O)n1,12,4,9,-6,-0.7,0.0,4,-22,-8
COc1ccc(CCCNC(=O)C2Cc3c(-c4cccc(C(N)=O)c4)ccnc3O2)cc1 (centres undefined),7,-16,0,.,.,0.6,-4,.,1
COc1ccc(S(=O)(=O)N(CCc2ccccc2)CC(=O)N2CCOCC2)cc1,12,-5,9,4,-0.9,0.7,2,-19,-3
CCOc1ccc(/C=N/NC(=O)c2nnn(-c3nonc3N)c2-c2ccc(OCC)cc2)cc1,22,-15,66*,4,17,0.7,-11,-20,7
CCc1cccc(NC(=O)C2CCN(S(=O)(=O)c3c(C)noc3C)CC2)c1,-3,-1,2,-3,-0.1,1.6,7,-13,-9
CCN(CCO)Cc1csc2ccc(C(C)(C)C)cc12,-6,4,6,-6,1.6,1.0,1,-15,-10

# (listing goes on)
SMILES,M1 PAM parental,TAAR1 antag,TAAR1 agonist,OXTR potentiate,V1aR counter,M1 ag parental,CHO-K1 Ca antag,CHO parental Ca,CHRM1 agonist
CC(C)C(=O)Nc1ccc(C(=O)NNC(=O)C(c2ccccc2)c2ccccc2)cc1,2,-25,6,-3,-0.4,0.1,12,0,-2
CN(C)C(=O)c1ccc2c(c1)n(C)c(=O)n2C,8,13,6,-10,-0.1,0.3,-8,10,1
CC(=O)Nc1cccc(-c2ccnc3c2CC(C)(C(=O)Nc2ccccc2)O3)c1 (centres undefined),-15,-6,2,.,.,0.3,7,.,6
CCOc1ccc(C(F)(F)F)cc1NC(C)=O,22,-9,1,-2,0.5,0.4,-10,-12,-1
Cc1cc(C)c(NC(=O)CSc2nnc(CN3CCOCC3)n2C)c(C)c1,-6,7,-2,3,1.4,0.5,-16,-12,-1
O=C(CCS(=O)(=O)c1ccc2c(c1)NC(=O)CS2)NCCc1ccccc1,-8,26,68*,-2,0.6,0.6,-6,-17,0

# An excerpt of these results, with values under each structure:
# Every second line gives: M1 PAM parental	TAAR1 antag	TAAR1 agonist	OXTR potentiate	V1aR counter	M1 ag parental	CHO-K1 Ca antag	CHO parental Ca	CHRM1 agonist
- CCOc1ccc(/C=N/NC(=O)c2nnn(-c3nonc3N)c2-c2ccc(OCC)cc2)cc1
    22	-15	66*	4	17	0.7	-11	-20	7
- CCc1cccc(NC(=O)C2CCN(S(=O)(=O)c3c(C)noc3C)CC2)c1
    -3	-1	2	-3	-0.1	1.6	7	-13	-9
- CCN(CCO)Cc1csc2ccc(C(C)(C)C)cc12
    -6	4	6	-6	1.6	1.0	1	-15	-10
- CC(C)C(=O)Nc1ccc(C(=O)NNC(=O)C(c2ccccc2)c2ccccc2)cc1
    2	-25	6	-3	-0.4	0.1	12	0	-2
- CN(C)C(=O)c1ccc2c(c1)n(C)c(=O)n2C
    8	13	6	-10	-0.1	0.3	-8	10	1
- CC(=O)Nc1cccc(-c2ccnc3c2CC(C)(C(=O)Nc2ccccc2)O3)c1 (centres undefined)
    -15	-6	2	.	.	0.3	7	.	6
- CCOc1ccc(C(F)(F)F)cc1NC(C)=O
    22	-9	1	-2	0.5	0.4	-10	-12	-1
- Cc1cc(C)c(NC(=O)CSc2nnc(CN3CCOCC3)n2C)c(C)c1
    -6	7	-2	3	1.4	0.5	-16	-12	-1
- O=C(CCS(=O)(=O)c1ccc2c(c1)NC(=O)CS2)NCCc1ccccc1
    -8	26	68*	-2	0.6	0.6	-6	-17	0
